TAAR1 antagonist = antagonists of human TAAR1; Q96RJ0; CHO RD-HGA16 TAAR1, Fluo-8 calcium fluorescence, antagonist; inhibition, % at 3 µM; hit rate 1.5% among 360,000; AID 624466;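 active = inhibition above a per-plate cutoff, the mean inhibition of test compounds on that plate plus 3 SD, cut at about 49% in these data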;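 note: 0% = DMSO plus EC80 beta-PEA response and 100% = DMSO alone without agonist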
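Assay system: RD-HGA16 CHO cells with stable hTAAR1 and Gα16 / Reagent: EC80 β-phenethylamine stimulus / Doses: 3 µM, single point / Timing: dye loading 75 min at 37 °C, then 30 min room temperature / Measured by: Fluo-8 intracellular calcium dye fluorescence, real-time kinetic reads / Controls: vehicle wells and EC80 agonist wells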
CHO parental Ca = signal in parental CHO cells, OX1R antagonist counter-screen; parental CHO-K1, ATP-induced calcium, Fluo-8 fluorescence; inhibition, % at 5.6 µM; hit rate 0.63% among 330,000; AID 463079;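 active = inhibition above that plate's mean sample inhibition plus 3 SD, cut at about 26% in these data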;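 note: 0% = ATP-challenged DMSO wells and 100% = DMSO wells without ATP; some compounds past the cut are filed as inactive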
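test system = CHO parental line | reagent = ATP stimulus | measured by = intracellular calcium via Fluo-8 no-wash fluorescent dye | control set = ATP and no-ATP DMSO wells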
M1 PAM parental = nonselective activator or artifact in parental CHO-K1 calcium assay. AID 602247. activation, % at 3 µM. hit rate 0.02% among 360,000. ATP EC20, Fluo-8 calcium fluorescence; 0% at ATP EC20, 100% at ATP max;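 active = activation above the run cutoff, the mean activation of all test compounds plus 3 SD, cut at about 40% in these data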;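 note: peak over basal fluorescence ratio in a 140 s read after ATP addition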
M1 ag parental = counter-screen for M1 agonists: effect in parental CHO-K1 cells | activation, % at 3 µM | hit rate 0.48% among 360,000 | Fluo-8 calcium fluorescence; scaled to maximal ATP response, vehicle zero; in the data active = activation above about 15%;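 note: untransfected CHO-K1 host cells lacking M1 receptor as counterscreen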
OXTR potentiate = potentiators of human oxytocin receptor; P30559; activation, % at 3 µM; hit rate 0.061% among 320,000; CHO-OTR cells, Fluo-8 calcium fluorescence, potentiator mode; 0% = oxytocin EC15, 100% = EC100;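 active = activation above that plate's cutoff, the mean activation of tested compounds plus 3 SD, cut at about 6.6% in these data, passing the limit was not always enough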;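 note: 100% uses oxytocin at 75 nM as the full agonist control; some results filed as inactive read as strong as hits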
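System: human OTR in CHO cells / Also added: sub-maximal oxytocin, roughly EC15 / Control set: EC15 oxytocin low, 75 nM oxytocin high / Schedule: 6 min compound pre-incubation at room temperature, 100 s kinetic read / Compound: single-point 3.0 µM / Replication: singlicate / Technique: Fluo-8 calcium dye fluorescence / Read-out basis: % activation of max/min ratio relative to oxytocin controls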
TAAR1 agonist = human TAAR1 agonism; CHO RD-HGA16 TAAR1, Fluo-8 calcium fluorescence; vehicle wells 0%, saturating PEA agonist 100%; Q96RJ0; hit rate 0.99% among 360,000; activation, % at 3 µM;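 active = activation above the mean activation of all test compounds in the run plus 3 SD, cut at about 38% in these data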
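Benchmarks: low control DMSO, high control PEA (EC100); System: CHO RD-HGA16 cells carrying human TAAR1 plus Gα16; Detection: Fluo-8 fluorescence, 5 s baseline then 140 s kinetic read; Schedule: 17-24 h plating, Fluo-8 75 min 37 °C, 30 min RT; Read-out basis: % activation from peak over basal fluorescence ratio, DMSO-to-PEA scaled.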
V1aR counter = V1a receptor agonism, counter-screen for OXTR agonists. CHO-V1R cells, Fluo-8 calcium fluorescence, agonist mode; 0% DMSO, 100% 3 nM vasopressin. P37288. AID 2797. hit rate 0.25% among 320,000. activation, % at 3 µM;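 active = activation above the mean activation of all tested compounds plus 3 SD, per screening run, cut at about 20% in these data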;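 note: signal is peak over basal fluorescence ratio across a 100 second FLIPR read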
Target sequence (P37288 whole entry, looked up): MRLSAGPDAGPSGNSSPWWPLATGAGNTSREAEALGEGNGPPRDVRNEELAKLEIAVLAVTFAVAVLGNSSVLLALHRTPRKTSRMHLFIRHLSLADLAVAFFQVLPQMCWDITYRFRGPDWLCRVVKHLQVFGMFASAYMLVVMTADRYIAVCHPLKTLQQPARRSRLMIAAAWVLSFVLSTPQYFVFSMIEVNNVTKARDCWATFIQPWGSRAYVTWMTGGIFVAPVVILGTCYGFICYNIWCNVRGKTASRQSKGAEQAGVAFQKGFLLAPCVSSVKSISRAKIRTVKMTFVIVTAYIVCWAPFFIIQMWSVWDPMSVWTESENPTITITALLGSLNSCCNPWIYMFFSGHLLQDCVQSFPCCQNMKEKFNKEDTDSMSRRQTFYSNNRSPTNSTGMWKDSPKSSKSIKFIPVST
CHO-K1 Ca antag = M1 antagonist counterscreen hit in parental CHO-K1 cells; hit rate 0.6% among 360,000; AID 602250; inhibition, % at 3 µM; ATP-induced calcium, Fluo-8 fluorescence;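 active = inhibition above a per-plate cutoff, the plate's mean sample inhibition plus 3 SD, cut at about 24% in these data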;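 note: 0% = DMSO plus EC80 ATP and 100% = DMSO alone without ATP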
CHRM1 agonist = activates human CHRM1 receptor; P11229; CHO-K1 hM1, Fluo-8 calcium fluorescence, agonist mode; 0% DMSO, 100% acetylcholine EC100; activation, % at 3 µM; hit rate 0.33% among 360,000;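 active = activation above the run's mean compound activation plus 3 SD, cut at about 16% in these data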;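 note: peak over basal fluorescence ratio within a 140 s kinetic read after compound addition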
Target sequence (P11229 whole entry, looked up): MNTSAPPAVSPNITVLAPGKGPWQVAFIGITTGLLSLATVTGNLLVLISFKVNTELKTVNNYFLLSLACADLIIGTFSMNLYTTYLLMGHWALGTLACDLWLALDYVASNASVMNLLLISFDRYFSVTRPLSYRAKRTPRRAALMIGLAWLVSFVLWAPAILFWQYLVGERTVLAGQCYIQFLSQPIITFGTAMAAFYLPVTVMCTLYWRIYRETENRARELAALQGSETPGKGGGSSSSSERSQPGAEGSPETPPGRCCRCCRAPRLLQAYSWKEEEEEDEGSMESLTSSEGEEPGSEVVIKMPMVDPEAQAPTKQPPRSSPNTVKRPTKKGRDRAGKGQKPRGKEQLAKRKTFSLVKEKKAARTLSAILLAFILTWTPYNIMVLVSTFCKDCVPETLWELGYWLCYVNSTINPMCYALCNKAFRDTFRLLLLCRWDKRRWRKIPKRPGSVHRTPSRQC
Starred values were filed as active, the others as inactive; / = no result given.

SMILES | TAAR1 antagonist | CHO parental Ca | M1 PAM parental | M1 ag parental | OXTR potentiate | TAAR1 agonist | V1aR counter | CHO-K1 Ca antag | CHRM1 agonist
CCOC(=O)c1cnc2c(C(F)(F)F)cccc2c1N1CCOCC1 | 13 | -17 | 16 | 2.7 | -5 | 22 | -0.8 | -7 | -2
COc1ccc(-n2c(C)cc(C(=O)CSc3nnc(-c4cccs4)o3)c2C)cc1 | 17 | 41* | 10 | 5.7 | -10 | 5 | 4.1 | 10 | 1
CCn1c(CNC(=O)Cc2ccc(OC)cc2)nnc1SCC(=O)NC1CCCCC1 | -21 | -5 | 22 | 0.3 | -12 | 8 | -0.7 | -3 | -4
COc1ccc(N2CCN(C(=O)c3ccccc3F)CC2)c([N+](=O)[O-])c1 | 3 | -13 | 16 | 0.9 | 0 | 0 | 1.4 | -10 | -4
CN1CCN/C1=C(/C(Cl)=C(Cl)Cl)[N+](=O)[O-] | 13 | 5 | 21 | 0.3 | -12 | 6 | 1.6 | -7 | -6
CCC(=O)Nc1ccccc1C(=O)OCC(=O)Nc1ccc(S(N)(=O)=O)cc1 | -4 | -12 | -3 | 0.8 | -3 | 2 | 0.4 | 3 | -4
O=C(Nc1cc(C(F)(F)F)ccc1N1CCCC1)C1CCCO1 (configuration not stated) | 15 | -7 | -14 | -0.6 | 8 | -3 | -0.4 | -6 | -3
Cc1sc(-n2c(C)cc(C=O)c2C)c(C(=O)O)c1C | -12 | -12 | 4 | 1.3 | 2 | 8 | -0.1 | -3 | -1
Cc1cc(C)nc(N(C#N)Cc2ccccc2C)n1 | -3 | -3 | 16 | 0.3 | -6 | 1 | -0.5 | -7 | -7
O=C(COC(=O)C1=COCCO1)Nc1cccc(Oc2ccccc2)c1 | 17 | -3 | 13 | 0.4 | -13 | 11 | 5.9 | -4 | 1
CC(C)C(OC(=O)c1cccs1)C(=O)NCc1ccccc1 (configuration not stated) | -11 | -18 | 3 | -0.2 | 2 | -1 | 0.0 | -9 | -4
CC1(C)Cc2c(C#N)c(N3CCN(C(=O)c4ccccc4)CC3)nc(-c3ccco3)c2CS1 | 10 | -28 | 1 | -0.1 | -12 | 8 | -0.6 | 2 | -1
O=C(c1cccc(NS(=O)(=O)c2cccc(C(F)(F)F)c2)c1)N1CCOCC1 | -18 | 7 | -9 | 1.0 | -9 | 1 | 0.1 | 0 | -1
O=C(Cc1ccccc1)Nc1ccccc1C(=O)N1CCN(c2ccccc2)CC1 | -20 | -3 | -27 | 1.3 | -4 | 2 | -0.1 | 1 | -2
C/C(=N\O)c1ncc(C(F)(F)F)cc1Cl | -29 | 10 | 12 | 0.6 | -4 | 1 | 0.2 | -11 | -5
O=C(COc1ccc(C(=O)NCC2CCCO2)cc1)Nc1cccc(C(F)(F)F)c1 (configuration not stated) | 11 | -10 | 6 | 8.2 | -19 | 6 | 12 | -11 | 0
CCCC(=O)N(c1ccc(F)cc1)C1C=CS(=O)(=O)C1 (configuration not stated) | -6 | -5 | 22 | 1.2 | 4 | 11 | 0.7 | -27 | -3
CCCCn1c(N)c(N(CC(C)C)C(=O)c2ccc(N3C(=O)CCC3=O)cc2)c(=O)[nH]c1=O | -17 | 1 | 12 | 3.3 | -9 | 0 | 1.2 | -6 | 2
COc1ccccc1NC(=O)N1CCCC(c2nc3c(nnn3Cc3ccc(C)cc3)c(=O)[nH]2)C1 (configuration not stated) | / | -25 | 21 | 0.4 | -5 | / | -0.4 | -14 | -6
O=C(c1cc(-c2ccccc2)on1)N1CCN(c2ccccc2)CC1 | -16 | -4 | 15 | 0.7 | -3 | 4 | -1.0 | -7 | -4
Cc1cccc(C)c1NC(=O)CS(=O)CC(=O)NC1CCN(Cc2ccccc2)CC1 (configuration not stated) | -20 | -13 | 23 | 0.8 | -5 | 1 | 0.6 | -16 | -4
NC(=O)c1ccc[n+](CCC[n+]2cccc(C(N)=O)c2)c1 | -2 | -9 | 15 | 0.2 | -22 | 5 | -0.3 | -16 | -3
COc1ccc(NC(=O)COc2cccnc2[N+](=O)[O-])cc1OC | -14 | -12 | 18 | 1.6 | 1 | 1 | 0.6 | -29 | -6
O=C(Nc1ccccc1C(=O)Nc1ccccn1)c1ccc([N+](=O)[O-])cc1 | 6 | -13 | 26 | 0.3 | -10 | 0 | -0.6 | -8 | -5
CC1CC(C)CN(CCCNC(=O)CCC(=O)N2CC(C)Oc3ccccc32)C1 (configuration not stated) | -24 | -14 | 8 | -0.2 | -5 | 1 | 0.5 | 4 | -13
O=C(Nc1ccccc1-c1nc2ccccc2s1)c1cccnc1Cl | 17 | -17 | 15 | 0.5 | 7 | 5 | 0.7 | -14 | -5
Cc1c(C(=O)N2CC(C)OC(C)C2)sc2nc(-c3ccc(F)cc3)cn12 (configuration not stated) | 5 | -7 | 20 | 0.5 | -9 | 10 | 0.2 | -4 | -4
CNc1nc(-c2cccc(C(=O)N(C)C)c2)cn2ccnc12 | 6 | / | 20 | 0.5 | / | 3 | / | -12 | -2
CCCn1cnc2cc(NCc3cccs3)ccc21 | 8 | -8 | -18 | 0.4 | -7 | 6 | 0.1 | 7 | -7
COc1cc(CO)ccc1Oc1nnnn1-c1ccc(C(N)=O)cc1 | -3 | 4 | 22 | 2.0 | -1 | 3 | 0.0 | -14 | -4
COc1ccc(OC)c(S(=O)(=O)NCC(c2cccs2)N2CCc3ccccc3C2)c1 (configuration not stated) | -7 | -33 | 3 | 0.5 | -6 | 1 | 0.3 | 9 | -4
Clc1ccc(-c2nnc(-c3ccccc3)c(N3CCSCC3)n2)cc1 | -17 | -35 | 29 | 1.4 | -19 | 1 | -0.7 | -13 | -2
CCOc1ccc(CCNC(=O)c2nn(C)c3c2CS(=O)(=O)c2ccccc2-3)cc1OCC | 22 | -27 | 14 | 6.0 | -6 | 8 | 1.6 | -7 | 0
Cc1[nH]c2ccccc2c1C(=O)CSc1nccc(=O)[nH]1 | -23 | -5 | -1 | 0.8 | 5 | 2 | -0.5 | -6 | -4
COc1ccccc1-n1cnnc1SCC(=O)NC1CCS(=O)(=O)C1 (configuration not stated) | 7 | 4 | -4 | -0.5 | -11 | 6 | 0.2 | -9 | -5
Cc1cccc(C(=O)NC(C(=O)Nc2ccccc2N2CCOCC2)C(C)C)c1 (configuration not stated) | -5 | -22 | 4 | 0.4 | 4 | 0 | -1.4 | -1 | -5
Cc1ccc(C(=O)NCC(=O)OCC(=O)Nc2cc(S(=O)(=O)N3CCOCC3)ccc2Cl)s1 | 4 | -20 | -10 | 0.0 | 1 | 5 | -0.1 | -2 | -6
COc1cc(NC(=O)Cn2cnc(S(=O)(=O)N3CCCC3)c2)cc(OC)c1OC | -39 | -4 | 8 | 1.3 | -3 | 3 | 0.6 | -16 | -1
Cc1cc(C)cc(NC(=S)NCCSc2ccc(Cl)cc2)c1 | 57* | -5 | 2 | 4.8 | -14 | 15 | 3.3 | 22 | -9
COc1ccc2cc3c(N)nn(C(=O)c4cccc([N+](=O)[O-])c4)c3nc2c1 | -19 | -8 | 24 | 3.8 | -8 | 5 | 1.1 | -14 | -6
Cc1cccc(C(=O)NCc2nnc(SCC(=O)NC(C)c3ccccc3)n2C)c1 (configuration not stated) | -1 | -20 | 11 | 0.1 | -3 | 0 | -0.2 | -7 | -10
CCN1C(=O)c2ccc(C(=O)NCc3ccco3)cc2C1=O | -8 | 7 | 0 | 1.0 | -5 | 1 | -0.5 | -8 | -1
CCOCCCNC(=O)C1CCCN1C(=O)Nc1ccccc1[N+](=O)[O-] (configuration not stated) | -40 | -11 | 5 | -0.1 | -3 | 4 | 0.8 | -9 | 0
COc1ccc(C(OC(=O)c2ccco2)C(=O)NC2CCCCC2)cc1 (configuration not stated) | 4 | -1 | 15 | 0.9 | -7 | 1 | 0.0 | -9 | -1
O=C1c2ccsc2SCCN1Cc1cccc(F)c1 | 8 | -4 | 1 | -0.2 | -4 | 1 | -1.0 | 0 | -5
CCN1CCN(c2ccc(S(=O)(=O)N3CCOCC3)cc2NC(=O)CCC(C)C)CC1 | -3 | -14 | 17 | 1.4 | 2 | 1 | 0.3 | -3 | -5

A different layout for 8 compounds above.
canonical_smiles	TAAR1 antagonist	CHO parental Ca	M1 PAM parental	M1 ag parental	OXTR potentiate	TAAR1 agonist	V1aR counter	CHO-K1 Ca antag	CHRM1 agonist
Cc1cccc(C(=O)NC(C(=O)Nc2ccccc2N2CCOCC2)C(C)C)c1 (configuration not stated)	-5	-22	4	0.4	4	0	-1.4	-1	-5
Cc1ccc(C(=O)NCC(=O)OCC(=O)Nc2cc(S(=O)(=O)N3CCOCC3)ccc2Cl)s1	4	-20	-10	0.0	1	5	-0.1	-2	-6
COc1cc(NC(=O)Cn2cnc(S(=O)(=O)N3CCCC3)c2)cc(OC)c1OC	-39	-4	8	1.3	-3	3	0.6	-16	-1
Cc1cc(C)cc(NC(=S)NCCSc2ccc(Cl)cc2)c1	57*	-5	2	4.8	-14	15	3.3	22	-9
COc1ccc2cc3c(N)nn(C(=O)c4cccc([N+](=O)[O-])c4)c3nc2c1	-19	-8	24	3.8	-8	5	1.1	-14	-6
Cc1cccc(C(=O)NCc2nnc(SCC(=O)NC(C)c3ccccc3)n2C)c1 (configuration not stated)	-1	-20	11	0.1	-3	0	-0.2	-7	-10
CCN1C(=O)c2ccc(C(=O)NCc3ccco3)cc2C1=O	-8	7	0	1.0	-5	1	-0.5	-8	-1
CCOCCCNC(=O)C1CCCN1C(=O)Nc1ccccc1[N+](=O)[O-] (configuration not stated)	-40	-11	5	-0.1	-3	4	0.8	-9	0

This is a random part of the collection, and some 3.3% of all compounds hit somewhere here.
